CHRM1 PAM – human M1 muscarinic receptor positive allosteric modulators, primary screen, CHO-K1 cells, Fluo-8 calcium fluorescence, 1536-well. Muscarinic acetylcholine receptor M1 (Homo sapiens), P11229. CHO-K1 hM1, ACh EC20; 0% = ACh EC20, 100% = maximal ACh. activation, % at 3 µM. hit rate 0.088% among 360,000; in the data active = activation above about 19%, passing the limit was not always enough
TAAR1 ag – human TAAR1 agonists, primary screen, Fluo-8 calcium fluorescence, CHO RD-HGA16 cells. hit rate 0.99% among 360,000. AID 624467, 2012. Trace amine-associated receptor 1 (Homo sapiens), Q96RJ0. activation, % at 3 µM. vehicle wells 0%, saturating PEA agonist 100%;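 active = activation above the mean activation of all test compounds in the run plus 3 SD, cut at about 38% in these data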
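Assay system: CHO-derived RD-HGA16 cells with stable Gα16 and human TAAR1; timing: 17-24 h seeding, 75 min 37 °C dye, 30 min RT; read-out: % activation from peak over basal fluorescence ratio, DMSO-to-PEA scaled; measured by: kinetic Fluo-8 calcium fluorescence; benchmarks: low control DMSO, high control PEA (EC100); doses: 3 µM single concentration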
OXTR potentiate – human OXTR potentiators, primary screen, fluorescence, CHO-OTR cells, Fluo-8 calcium; Oxytocin receptor (Homo sapiens), P30559; hit rate 0.061% among 320,000; activation, % at 3 µM; Fluo-8 calcium fluorescence, potentiator mode; 0% = oxytocin EC15, 100% = EC100;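 active = activation above that plate's cutoff, the mean activation of tested compounds plus 3 SD, cut at about 6.6% in these data, passing the limit was not always enough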;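 note: 100% uses oxytocin at 75 nM as the full agonist control; some results filed as inactive read as strong as hits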
Target sequence (P30559 whole entry, looked up): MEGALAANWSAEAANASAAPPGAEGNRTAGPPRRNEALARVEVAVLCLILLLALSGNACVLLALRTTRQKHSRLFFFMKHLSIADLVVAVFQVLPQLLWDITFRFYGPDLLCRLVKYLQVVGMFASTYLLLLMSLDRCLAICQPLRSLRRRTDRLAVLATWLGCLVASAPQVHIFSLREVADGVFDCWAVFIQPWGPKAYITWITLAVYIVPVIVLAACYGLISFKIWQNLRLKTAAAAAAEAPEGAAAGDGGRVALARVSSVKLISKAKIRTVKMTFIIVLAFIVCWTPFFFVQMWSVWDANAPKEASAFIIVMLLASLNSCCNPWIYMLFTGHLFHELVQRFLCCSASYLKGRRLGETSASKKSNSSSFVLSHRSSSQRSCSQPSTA
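assay system = CHO-OTR cells, human receptor | schedule = compound 6 min at room temperature before oxytocin, 100 s read | detection = Fluo-8 intracellular calcium fluorescence, ex 470-495, em 515-575 nm | evaluation = normalized max/min fluorescence ratio, % activation | control set = EC15 oxytocin alone as 0%, 75 nM oxytocin (EC100) as 100%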
M1 ag – human M1 muscarinic receptor agonists, primary screen, Fluo-8 calcium fluorescence, CHO-K1 cells, HTS | AID 588814, 2011 | Muscarinic acetylcholine receptor M1 (Homo sapiens), P11229 | CHO-K1 hM1, agonist mode; 0% DMSO, 100% acetylcholine EC100 | hit rate 0.33% among 360,000 | activation, % at 3 µM;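 active = activation above the run's mean compound activation plus 3 SD, cut at about 16% in these data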;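 note: peak over basal fluorescence ratio within a 140 s kinetic read after compound addition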
V1R ag counter – agonists of human V1a receptor, primary screen, counter-screen for OXTR agonist project, fluorescence, CHO-V1R cells. Fluo-8 calcium fluorescence, agonist mode; 0% DMSO, 100% 3 nM vasopressin. activation, % at 3 µM. hit rate 0.25% among 320,000. AID 2797, 2010;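 active = activation above the mean activation of all tested compounds plus 3 SD, per screening run, cut at about 20% in these data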;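 note: signal is peak over basal fluorescence ratio across a 100 second FLIPR read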
Target sequence (P37288 whole entry, looked up): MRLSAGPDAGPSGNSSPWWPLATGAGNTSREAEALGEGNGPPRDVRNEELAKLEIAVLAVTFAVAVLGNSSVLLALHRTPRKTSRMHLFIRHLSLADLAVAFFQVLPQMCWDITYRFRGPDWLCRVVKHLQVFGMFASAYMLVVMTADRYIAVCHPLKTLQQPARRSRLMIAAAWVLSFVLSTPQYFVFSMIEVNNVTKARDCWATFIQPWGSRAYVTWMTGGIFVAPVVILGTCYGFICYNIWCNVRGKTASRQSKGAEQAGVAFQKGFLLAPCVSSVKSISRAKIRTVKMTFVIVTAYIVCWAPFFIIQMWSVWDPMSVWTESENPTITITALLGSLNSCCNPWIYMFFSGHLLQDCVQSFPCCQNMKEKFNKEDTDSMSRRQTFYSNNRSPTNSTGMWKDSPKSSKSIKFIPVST
CHO parental Ca – ATP-evoked calcium signal inhibitors, parental CHO, primary screen, counter-screen for OX1R antagonist project, cell-based, fluorescence, Fluo-8 calcium dye; parental CHO-K1, ATP-induced calcium, Fluo-8 fluorescence; inhibition, % at 5.6 µM; hit rate 0.63% among 330,000;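 active = inhibition above that plate's mean sample inhibition plus 3 SD, cut at about 26% in these data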;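 note: 0% = ATP-challenged DMSO wells and 100% = DMSO wells without ATP; some compounds past the cut are filed as inactive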
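Test system: parental CHO cells; detection: calcium-sensitive Fluo-8 fluorescence; evaluation: percent inhibition of calcium signal; also added: ATP as calcium-mobilizing challenge; repeats: one well per compound; control set: ATP-challenged DMSO wells low, unchallenged DMSO wells high; compound: single nominal dose of 5.6 µM per compound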
TAAR1 antagonist – human TAAR1 antagonists, primary screen, Fluo-8 calcium fluorescence, CHO RD-HGA16 cells; hit rate 1.5% among 360,000; antagonist; inhibition, % at 3 µM; Trace amine-associated receptor 1 (Homo sapiens), Q96RJ0; AID 624466, 2012;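 active = inhibition above a per-plate cutoff, the mean inhibition of test compounds on that plate plus 3 SD, cut at about 49% in these data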;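 note: 0% = DMSO plus EC80 beta-PEA response and 100% = DMSO alone without agonist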
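test system = CHO RD-HGA16 cells bearing hTAAR1 | replication = singlicate | controls = DMSO-only wells and EC80 β-PEA-stimulated wells | reagent = EC80 β-phenethylamine stimulus | read-out basis = percent inhibition of PEA-evoked calcium signal, max/basal emission ratio | schedule = seeding 17-24 h prior, 75-min 37 °C, 30-min RT dye loading | signal = kinetic Fluo-8 calcium fluorescence measurement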
M1 antag – human M1 muscarinic receptor antagonists, primary screen, CHO-K1 cells, Fluo-8 calcium fluorescence, 1536-well | Muscarinic acetylcholine receptor M1 (Homo sapiens), P11229 | CHO-K1 hM1, ACh EC80 antagonist | inhibition, % at 3 µM | hit rate 1.3% among 360,000;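 active = percent inhibition above its own plate's cutoff, namely the mean of that plate's compound wells plus 3 SD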;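 note: peak over basal fluorescence ratio during 140 s after agonist addition; 0% = ACh EC80 plus DMSO and 100% = DMSO alone without agonist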
OXTR agonist – human OXTR agonists, primary screen, fluorescence, CHO-OTR cells, Fluo-8 calcium; Fluo-8 calcium fluorescence; normalized: DMSO 0%, oxytocin 100%; activation, % at 3 µM; hit rate 0.32% among 320,000; AID 2435, 2010;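 active = activation above the mean of all tested compounds plus 3 SD, cutoff set per screening run, cut at about 20% in these data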;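 note: peak over basal fluorescence ratio from a 100 s FLIPR kinetic read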
* marks the source's active call; other numbers are inactive results; . = no result given.

1. O=S(=O)(Nc1nc2ccc(S(=O)(=O)N3CCCCC3)cc2s1)c1ccccc1
2. COc1ccc(-c2csc(NC(=O)CSc3nnnn3C)n2)c(OC)c1
3. Cc1cccc2sc(NC(=O)CSc3cn[nH]n3)nc12
4. Cc1nc2sc(C(c3ccco3)N3CCOCC3)c(O)n2n1 (stereo not drawn)
5. O=C(CC1S/C(=N/N=C2CCCCCC2)NC1=O)Nc1ccccc1F (stereo not drawn)
6. O=c1cc(CN2CCN(c3cccc(Cl)c3)CC2)c2cc(O)c(-c3ccccc3)cc2o1
7. Cc1nc(-c2ccc(Cl)cc2)sc1C1(C)CC(c2ccccc2F)=NO1 (stereo not drawn)
8. CC(C)(C)c1cccc(C2(O)C(=O)c3ccccc3C2=O)c1O

compound no.	1	2	3	4	5	6	7	8
CHRM1 PAM	1	8	-10	6	6	10	5	-8
TAAR1 ag	1	3	20	3	0	-2	-1	-1
OXTR potentiate	-5	-21	-4	-10	.	6	-2	-1
M1 ag	-4	0	1	-6	-2	-3	-3	-4
V1R ag counter	-0.8	3.2	8.7	0.4	.	-0.2	0.6	0.1
CHO parental Ca	-6	13	10	-2	.	-3	-11	-5
TAAR1 antagonist	0	-7	19	-10	-19	-19	15	-6
M1 antag	2	-14	-4	-16	-9	-11	2	16
OXTR agonist	-0.6	3.8	8.3	0.5	.	-0.7	-0.6	0.3

9. Cc1ccc(Nc2nc(CSc3nnc(-c4cccnc4)n3-c3ccccc3C)cs2)cc1
10. NC(=O)C1Cc2ccccc2CN1S(=O)(=O)c1cccs1 (stereo not drawn)
11. CCN1C(=O)C(CC(=O)Nc2ccc(F)cc2)N(Cc2cccs2)C1=S (stereo not drawn)
12. CC1=C(C(=O)OC2CCCCC2)C(c2ccccc2Br)NC(=O)N1 (stereo not drawn)
13. COC(=O)[C@]1(Cc2ccccc2)N[C@H](CN(C)C(=O)COc2ccccc2)[C@@H]2C(=O)N(Cc3ccccc3)C(=O)[C@@H]21
14. CS(=O)(=O)/C(C#N)=C/c1cccn1S(=O)(=O)c1ccc([N+](=O)[O-])cc1
15. CCOc1ccccc1NC(=O)C1CCN(S(=O)(=O)c2c(C)nn(C)c2C)CC1
16. COc1ccc(NC(=O)C2CCC(CNS(=O)(=O)c3cccs3)CC2)cc1OC (stereo not drawn)

compound no.	9	10	11	12	13	14	15	16
CHRM1 PAM	6	9	2	-3	-5	3	-3	11
TAAR1 ag	-2	1	7	-1	-1	6	0	8
OXTR potentiate	-4	-12	-19	1	-4	.	-5	-4
M1 ag	-7	-3	-3	-8	-8	0	-7	-2
V1R ag counter	-1.8	0.4	3.1	-1.6	0.8	.	-0.4	1.6
CHO parental Ca	-38	-1	-5	-23	-19	.	-6	-15
TAAR1 antagonist	-45	5	1	-11	-25	-16	-11	17
M1 antag	-18	-7	0	-2	-3	-11	-2	-3
OXTR agonist	-2.6	0.3	1.2	-2.1	-0.8	.	-1.3	-0.3

Only V1R ag counter, OXTR potentiate and M1 ag, for 4 of the compounds above:
item	Structure	V1R ag counter	OXTR potentiate	M1 ag
6	O=c1cc(CN2CCN(c3cccc(Cl)c3)CC2)c2cc(O)c(-c3ccccc3)cc2o1	-0.2	6	-3
7	Cc1nc(-c2ccc(Cl)cc2)sc1C1(C)CC(c2ccccc2F)=NO1 (stereo not drawn)	0.6	-2	-3
8	CC(C)(C)c1cccc(C2(O)C(=O)c3ccccc3C2=O)c1O	0.1	-1	-4
9	Cc1ccc(Nc2nc(CSc3nnc(-c4cccnc4)n3-c3ccccc3C)cs2)cc1	-1.8	-4	-7

(continued)
17. CC(=O)O/N=C(\N)c1cnn2c(C(F)(F)F)cc(C(F)(F)F)nc12
18. COc1ccc(NC(=S)NCCc2c[nH]c3ccccc23)cc1
19. Cc1ccnc(SCC(=O)c2ccc(Br)cc2)c1C#N
20. CC(C)(C)C(=O)c1cn(CC(=O)O)c2ccccc12
21. CCN(CC)S(=O)(=O)c1cccc(C(=O)OC2CC(C)OC2=O)c1 (stereo not drawn)
22. CCC(=O)NNC(=O)Cc1c(C)n(C(=O)c2ccc(Cl)cc2)c2ccc(OC)cc12
23. Cc1ccc(N(CC(=O)NC(C)c2ccccc2)S(=O)(=O)c2cccs2)cc1 (stereo not drawn)
24. CS(=O)(=O)Nc1ccc(C(=O)NCc2ccccn2)cc1

compound no.	17	18	19	20	21	22	23	24
CHRM1 PAM	7	0	0	8	3	5	-4	3
TAAR1 ag	1	3	0	0	2	3	1	5
OXTR potentiate	5	-9	-3	-9	0	-8	-5	-2
M1 ag	3	-8	-9	-4	-8	-6	-8	-3
V1R ag counter	1.4	3.5	0.0	-0.7	0.9	-0.4	-0.8	0.1
CHO parental Ca	2	-1	-23	-4	-5	-15	-37	0
TAAR1 antagonist	-14	10	18	9	-7	-29	-2	-12
M1 antag	-6	-4	-4	-11	-5	-9	-4	-8
OXTR agonist	-0.1	1.3	-2.9	-0.2	1.7	-0.8	-1.8	0.3

25. COc1ccc(Cl)cc1NC(=O)N1CCN(CCc2ccccc2)CC1
26. COc1ccc(/C=N/NC(=O)CSc2n[nH]c(=O)[nH]c2=O)cc1
27. O=C(Nc1nc2c(ccc3ccccc32)s1)c1cc([N+](=O)[O-])ccc1N1CCOCC1
28. CSc1nnc(Cc2sc(-c3ccccc3)nc2-c2ccccc2)o1
29. O=C(CCc1nnc(Cc2cccc(C(F)(F)F)c2)o1)NCC(F)(F)F
30. CC(Oc1cccc(Cl)c1)C(=O)Nc1ccccc1N1CCCC1 (stereo not drawn)
31. O=[N+]([O-])c1nn(-c2ccc3c(c2)OCCO3)n(O)c1=Nc1ccccc1
32. COc1ccc(NC(=O)Cn2nnc(-c3ccccc3F)n2)cc1Cl

compound no.	25	26	27	28	29	30	31	32
CHRM1 PAM	-2	5	.	12	16	13	0	-6
TAAR1 ag	2	4	.	3	0	-2	5	57*
OXTR potentiate	-4	0	-13	-15	-6	-13	4	-8
M1 ag	-5	-5	.	-4	-9	-2	-4	-2
V1R ag counter	7.5	-0.1	0.2	2.4	0.4	-1.7	0.1	3.4
CHO parental Ca	-26	-13	-14	1	-9	-37	-13	-2
TAAR1 antagonist	9	-1	.	8	1	-18	7	38
M1 antag	4	-14	.	-10	-9	-18	9	2
OXTR agonist	2.8	0.9	0.8	0.4	-0.6	-2.0	0.3	2.1

33. CCOC(=O)c1c(NC(=O)c2cccs2)sc(C(=O)N2CCOCC2)c1C
34. O=C(COC(=O)/C=C/c1ccccc1)NCCNC(=O)COC(=O)/C=C/c1ccccc1
35. Cc1cccc(/C=C2\Sc3ccc(C(=O)N4CCC(C)CC4)cc3N(C)C2=O)c1
36. Cc1cc(C(=O)Nc2cccc3ncccc23)no1
37. Cc1ccc(C)c(S(=O)(=O)N2CCN(CC(=O)Nc3ccc4c(c3)OCCO4)CC2)c1
38. CCOC(=O)[C@H]1[C@H]2COc3ccccc3[C@@H]2N2C(=O)CNC(=O)[C@@]12C
39. Cc1ccc(CCNC(=O)C2CCCN(C(=O)c3cc4sccc4n3C)C2)cc1 (stereo not drawn)
40. O=C(C[n+]1ccccc1)Nc1cc(C(F)(F)F)ccc1Cl

compound no.	33	34	35	36	37	38	39	40
CHRM1 PAM	3	0	-2	9	6	9	-12	1
TAAR1 ag	3	0	0	8	3	4	12	4
OXTR potentiate	-1	-6	-4	-4	-3	-7	-4	-1
M1 ag	-3	-3	-5	-3	-5	0	-6	-9
V1R ag counter	-0.2	0.5	1.2	0.4	0.1	0.4	4.8	-0.1
CHO parental Ca	-1	-3	-13	2	-17	-3	-22	0
TAAR1 antagonist	2	9	24	10	-5	-6	42	-7
M1 antag	-14	1	4	-11	-9	-8	9	2
OXTR agonist	0.5	0.4	-1.2	0.0	0.4	1.5	1.1	-0.6

41. CCCCn1c(SCC(=O)N2CCOCC2)nnc1-c1cccs1
42. COc1ccccc1Oc1ccc(N/C=C/C(=O)c2ccc(C)o2)cc1
43. COc1cc(/C=C2\SC(=S)N(CCC(=O)Nc3ccccc3)C2=O)cc(OC)c1OC
44. Cc1ccc2c(C)c(C(=O)N(C)C(C)c3ccon3)oc2c1C (stereo not drawn)

compound no.	41	42	43	44
CHRM1 PAM	8	-3	-1	7
TAAR1 ag	.	1	6	4
OXTR potentiate	-2	-7	-11	-2
M1 ag	-2	-9	-1	-4
V1R ag counter	0.3	1.6	1.8	0.2
CHO parental Ca	-4	-13	-20	-16
TAAR1 antagonist	.	26	32	-26
M1 antag	-11	-4	16	-12
OXTR agonist	0.0	-0.8	0.5	-1.7
